ADAM10 inh = human ADAM10 inhibitors, primary screen, biochemical, QFRET, HTS | recombinant ADAM10, EDANS/DABCYL FRET peptide cleavage, 3 h | inhibition, % at 7 µM | 370,000 compounds, 0.62% hits;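 active = inhibition above a per-campaign cutoff equal to the mean of compounds falling between control-based bounds plus 3 SD, cut at about 20% in these data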;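 note: 0% = DMSO wells while the 100% control is not disclosed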
Target sequence (O14672 214-748 limits assumed): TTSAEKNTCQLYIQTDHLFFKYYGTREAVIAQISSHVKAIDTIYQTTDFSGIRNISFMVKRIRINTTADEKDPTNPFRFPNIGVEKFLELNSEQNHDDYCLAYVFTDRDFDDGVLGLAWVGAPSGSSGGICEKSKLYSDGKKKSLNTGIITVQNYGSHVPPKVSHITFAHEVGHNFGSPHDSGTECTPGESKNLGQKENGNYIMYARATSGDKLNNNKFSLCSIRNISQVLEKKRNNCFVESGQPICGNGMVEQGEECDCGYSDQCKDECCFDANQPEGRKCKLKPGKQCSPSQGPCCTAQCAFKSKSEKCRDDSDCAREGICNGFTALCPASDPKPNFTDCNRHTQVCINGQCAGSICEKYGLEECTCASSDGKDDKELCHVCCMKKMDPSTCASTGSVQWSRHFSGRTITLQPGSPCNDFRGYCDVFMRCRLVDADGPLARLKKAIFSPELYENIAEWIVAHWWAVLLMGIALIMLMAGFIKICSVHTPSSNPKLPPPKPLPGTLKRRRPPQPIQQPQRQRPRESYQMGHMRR
Tn7 DDE FP = inhibitors of Tn7 peptide binding to fibrin DD(E), primary screen, biochemical, fluorescence polarization, human fibrin, Tn7 probe. Fibrinogen beta chain (Homo sapiens), P02675. FP displacement of FITC-Tn7 peptide from fibrin DD(E); 0% = median of compound wells per plate. inhibition, % at 8.3 µM. 370,000 compounds, 0.13% hits;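 active = inhibition above the mean of compounds falling within the control limits plus 3 SD of them, cut at about 14% in these data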;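 note: 0% = plate median of compound wells and 100% = 10 µM Aha-Tn7 peptide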
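assay system = human clot-derived fibrin DD(E) complex | quantity = Fibrin-DD(E) at 2 µM final | timing = 10 min preincubation, 3 h with tracer, room temperature | signal = fluorescence polarization | measure = percent inhibition | benchmarks = high control wells with 10 µM unlabelled Aha-Tn7 peptide (full inhibition) | replicates = singlicate testing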
ARFGAP1 inh = inhibitors of rat ARFGAP1 GAP activity, primary screen, biochemical, fluorescence polarization, GDP tracer; Arfgap1-stimulated ARF1 GTP hydrolysis, GDP FP detection; inhibition, % at 16.5 µM; 360,000 compounds, 0.26% hits;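 active = inhibition above a per-plate limit, mean inhibition of low control wells plus 3 SD, cut at about 25% in these data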;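 note: 0% = DMSO wells with enzyme and 100% = wells lacking Arfgap1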
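Material: rat Arfgap1 catalytic domain, aa 1-136; also added: human ARF1(Δ1-17)-GTP substrate; compound dosing: one concentration, 16.5 µM, DMSO 1.26%; incubation: GTP hydrolysis reaction 2 h at 25 °C; measured by: Tracer-displacement fluorescence polarization with EDTA stop, 620/688 nm; evaluation: % inhibition from polarization; repeats: one replicate per compound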
PLCb3 inh = human PLC-beta3 inhibitors, primary screen, biochemical, fluorescence; inhibition, % at 12.2 µM; 370,000 compounds, 0.18% hits; Purified PLC-beta3, fluorogenic substrate; 1-phosphatidylinositol 4,5-bisphosphate phosphodiesterase beta-3 (Homo sapiens), Q01970; in the data active = inhibition above about 11%;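 note: 0% = median of compound wells on plate and 100% = full blocker control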
DDE Tn6 FP inh = inhibitors of Tn6 peptide binding to fibrin DD(E), primary screen, biochemical, fluorescence polarization, human fibrin, Tn6 probe; Fibrinogen beta chain (Homo sapiens), P02675; inhibition, % at 8.3 µM; 370,000 compounds, 0.21% hits; Fibrin DD(E) TRITC-Tn6 fluorescence polarization displacement; AID 720509, 2013;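 active = inhibition above a per-campaign cutoff: mean of compounds within control limits plus 3 SD, cut at about 15% in these data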;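 note: 0% = median of all compound wells on the plate and 100% = blocking peptide control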
ADAM17 inh = ADAM17 inhibitors, primary screen, biochemical, QFRET | 370,000 compounds, 0.83% hits | inhibition, % at 6.95 µM | recombinant ADAM17, EDANS/DABCYL FRET peptide cleavage;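 active = inhibition above the mean of compounds lying between control limits plus 3 SD, set per campaign, cut at about 8.5% in these data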;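 note: 0% = DMSO-only wells as the low control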
PLC-gamma1 inh = PLC-gamma1 enzyme inhibitors, primary screen, biochemical, fluorescence, purified enzyme | AID 720700, 2013 | 1-phosphatidylinositol 4,5-bisphosphate phosphodiesterase gamma-1 (Homo sapiens), P19174 | fluorogenic substrate | 370,000 compounds, 0.84% hits | inhibition, % at 12.2 µM; in the data active = inhibition above about 9.5%
SIAE primary = human SIAE inhibitors, primary screen, biochemical, fluorescence polarization, FP-Rh probe, 1536-well HTS. SIAE FP-Rh probe binding. AID 1053197, 2014. Sialate O-acetylesterase (Homo sapiens), Q9HAT2. inhibition, % at 9.66 µM. 370,000 compounds, 0.69% hits;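 active = inhibition above a cutoff: mean of compounds within the control limits plus 3 SD of those, cut at about 17% in these data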;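 note: 0% = plate median of compound wells and 100% = probe without SIAE protein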
Target sequence (Q9HAT2 whole entry, looked up): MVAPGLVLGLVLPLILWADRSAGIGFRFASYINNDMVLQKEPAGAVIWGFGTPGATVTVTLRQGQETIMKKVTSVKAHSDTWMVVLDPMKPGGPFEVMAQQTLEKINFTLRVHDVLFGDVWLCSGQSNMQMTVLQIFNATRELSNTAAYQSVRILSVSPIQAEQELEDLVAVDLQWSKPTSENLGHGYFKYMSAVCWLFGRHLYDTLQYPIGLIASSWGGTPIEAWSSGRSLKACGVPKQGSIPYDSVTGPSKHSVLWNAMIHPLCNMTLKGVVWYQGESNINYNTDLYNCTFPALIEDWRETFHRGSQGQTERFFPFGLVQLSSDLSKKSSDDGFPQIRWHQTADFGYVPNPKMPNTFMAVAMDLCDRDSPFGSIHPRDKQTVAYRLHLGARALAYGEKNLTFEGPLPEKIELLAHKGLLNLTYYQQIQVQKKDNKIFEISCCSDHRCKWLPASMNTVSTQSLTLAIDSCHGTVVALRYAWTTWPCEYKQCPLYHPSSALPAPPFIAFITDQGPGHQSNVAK
TDP2 inh = human TDP2 enzyme inhibitors, primary screen, biochemical, epi absorbance, recombinant enzyme; T5PNP hydrolysis, p-nitrophenol absorbance 415 nm; 370,000 compounds, 0.34% hits; inhibition, % at 12.8 µM;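 active = inhibition above the mean of all tested compounds plus 3 SD, set per campaign, cut at about 25% in these data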;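 note: 0% = DMSO with enzyme and 100% = buffer with substrate but no TDP2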
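Test system: Human TDP2 enzyme | Reagent: 5 mM T5PNP | Compound dosing: 12.8 µM single point, 1% DMSO | Incubation: Enzyme reaction with compound for 2 h at 37 °C | Technique: p-Nitrophenol epi absorbance | Read-out: % inhibition relative to enzyme-containing and enzyme-free wells | Benchmarks: High control without enzyme, low control DMSO plus TDP2 | Replicates: Singlicate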
ASAP1 inh = inhibitors of human ASAP1 ArfGAP activity, primary screen, biochemical, fluorescence polarization; ASAP1-stimulated ARF1 GTP hydrolysis, GDP FP detection; 360,000 compounds, 0.19% hits; inhibition, % at 16.5 µM; in the data active = inhibition above about 25%;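 note: 0% = vehicle with enzyme and substrate and 100% = no enzyme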
Active calls of the source: *; i = inactive.

SMILES	ADAM10 inh	Tn7 DDE FP	ARFGAP1 inh	PLCb3 inh	DDE Tn6 FP inh	ADAM17 inh	PLC-gamma1 inh	SIAE primary	TDP2 inh	ASAP1 inh
CC(=O)c1cc(NC(=O)c2ccccc2)c(=O)oc1C	-5	-8	3	-3	4	-2	-6	0	-26	-6
O=C(NC1CC1)c1ccc(NS(=O)(=O)c2ccccc2)cc1	-8	2	2	-5	-2	0	1	3	-9	3
CCOc1ccc(N(CC(=O)Nc2cccc(OC)c2)S(=O)(=O)c2c(C)noc2C)cc1	16	-5	6	7	7	5	2	-4	-4	21
CCOC(=O)CN1C(=O)C(O)(CC(=O)c2cccc(OC)c2)c2ccccc21 (stereo not drawn)	-2	-2	26*	-8	2	-9	0	-10	-3	12
COc1ccccc1CNC(=S)Nc1cc(C)ccc1C	8	11	1	0	3	0	0	6	0	-12
CCN(CC)C(=S)Sc1c(-c2ccccc2)c2cc(Cl)ccc2[nH]c1=O	-8	-3	-10	0	-2	-1	1	-1	-9	-22
Cc1ccc(-c2nn(-c3ccccc3)cc2C(=O)Nc2ccc(C(=O)O)cc2)cc1	0	-1	-3	-2	6	-3	-1	-18	-6	10
O=C(NCC1CCCN(C(=O)c2cscn2)C1)c1ccccc1Cl (stereo not drawn)	-4	2	5	-4	2	-4	1	0	12	-17
COC(=O)c1cccc(NC(=O)c2cccs2)c1C	-2	-1	1	-2	-4	-6	-2	-6	9	-8
Fc1ccccc1CNC(=S)Nc1ccc(Cl)cc1	-1	7	9	1	-5	3	4	4	-10	3
Cc1cccn2c(CNCC3OCCc4ccccc43)c(C(=O)N3CCCCC3)nc12 (stereo not drawn)	-4	-4	-3	-3	-7	-3	-2	-2	1	2
CN1CCN(C2CN(C3CCCCC3)S(=O)(=O)C2)CC1 (stereo not drawn)	-11	-1	-9	-1	2	-4	-1	4	7	2

Arranged by value in TDP2 inh (rising): 3 from the list above.
SMILES	ADAM10 inh	Tn7 DDE FP	ARFGAP1 inh	PLCb3 inh	DDE Tn6 FP inh	ADAM17 inh	PLC-gamma1 inh	SIAE primary	TDP2 inh	ASAP1 inh
Cc1ccc(-c2nn(-c3ccccc3)cc2C(=O)Nc2ccc(C(=O)O)cc2)cc1	0	-1	-3	-2	6	-3	-1	-18	-6	10
CCOC(=O)CN1C(=O)C(O)(CC(=O)c2cccc(OC)c2)c2ccccc21 (stereo not drawn)	-2	-2	26*	-8	2	-9	0	-10	-3	12
O=C(NCC1CCCN(C(=O)c2cscn2)C1)c1ccccc1Cl (stereo not drawn)	-4	2	5	-4	2	-4	1	0	12	-17

Additional results
SMILES	ADAM10 inh	Tn7 DDE FP	ARFGAP1 inh	PLCb3 inh	DDE Tn6 FP inh	ADAM17 inh	PLC-gamma1 inh	SIAE primary	TDP2 inh	ASAP1 inh
CCOc1cc(S(=O)(=O)NCc2ccccc2)c(OCC)cc1-n1cnnn1	-304	9	15	-59	-1	-102	-49	-8	10	3
Cc1ccc(C(=O)CC(C(=O)O)n2cccn2)cc1 (stereo not drawn)	-4	11	11	-1	3	-4	-2	4	6	0
C=CCn1c(O)c(C2=c3ccccc3=NC2=O)c2ccccc21	4	0	-11	-8	0	1	1	28*	2	-3
CC(C(=O)C12CC3CC(CC(C3)C1)C2)N1CCOCC1 (stereo not drawn)	6	3	1	-3	-4	-2	2	1	1	6
COC(=O)c1[nH]c2ccc(C)cc2c1NS(=O)(=O)c1ccc(F)cc1	-22	-8	9	-13	7	-8	-8	-3	-2	11
COc1ccc(S(=O)(=O)Oc2cc(C(=S)N3CCOCC3)ccc2OC)cc1	5	-1	12	-2	5	0	4	-4	9	4
Cc1nccn1CCC(=O)NC1CC(C)(C)Cc2c1cnn2-c1ccccc1 (stereo not drawn)	-7	2	1	3	-1	-2	1	-6	0	11
COC(=O)c1cccc(COC(=O)c2cc3ccccc3oc2=O)c1	-21	4	0	-5	-11	-12	-4	-6	0	16
CCOc1cc(C(=O)Nn2cnnc2)cc(OCC)c1OCC	-6	5	-2	0	-5	-2	-1	4	2	11
O=C(C[C@@H]1C/C=C\C[C@@H](Cc2ccc(F)cc2)C(=O)OCCNC1=O)NCCO	-5	-1	-10	6	-4	-2	2	4	17	-1
O=C(NC(C(=O)NCCN1CCOCC1)C12CC3CC(CC(C3)C1)C2)C1CCCCC1 (stereo not drawn)	-9	7	-5	-2	2	-3	-1	-3	1	8
COc1cccc(CNCCO)c1OCc1ccc(Cl)cc1	-6	1	-2	1	-4	-2	2	2	3	14
CN(C)CCCSc1nc(-c2ccccc2)nc2c1CCC2	2	-5	7	3	0	-1	0	-4	4	5
Cc1ccc(-c2nc3ccc(C)cn3c2Cc2cccc(F)c2)cc1	-114	7	-1	-18	2	-34	-13	-10	4	-4
CNc1ccc(C2(O)C(=O)c3ccccc3C2=O)cc1	-1	-2	-10	-3	-3	0	3	1	8	2
CCOC(=O)C1CCN(C(=S)Nc2cccc(C)c2)CC1	5	2	0	-2	-4	0	4	0	-10	3
Cc1ccc(S(=O)(=O)N2CCCN(S(=O)(=O)c3ccc(C)cc3)CC2)cc1	3	8	2	0	5	1	1	7	9	-3
CCOC(=O)CSc1nnc(CNC(=O)c2ccc(OC)cc2OC)n1-c1ccc(OC)cc1	4	-7	9	2	-1	-2	2	1	3	7
N#CC(c1ccc([N+](=O)[O-])cc1)C(CC(=O)c1ccccc1)c1ccccc1 (stereo not drawn)	2	0	-3	-1	-1	-1	2	-1	5	5
O=C(c1ccoc1)N1CCC(CO)(CCc2ccccc2)CC1	-9	4	-5	-9	-6	-6	6	-4	-2	-12
N#Cc1cccc(S(=O)(=O)NCC(=O)NCCCc2ccccc2)c1	6	0	2	-3	5	6	0	3	-3	0
COCc1cc(N2CCN(C(=O)OC(C)(C)C)C[C@@H]2C)ccc1N1CC[C@@H](O)C1	-10	-6	-5	-13	4	-1	-9	15	4	10
Cc1c(NC(=O)COC(=O)C2(c3ccccc3F)CCCC2)c(=O)n(-c2ccccc2)n1C	-1	2	-3	-2	9	-4	-1	-3	-1	1
CCOCCCn1c(=S)[nH]c2cc(C(=O)NC3CCCC(C)C3C)ccc2c1=O (stereo not drawn)	2	-3	2	-29	-4	-1	2	9	-6	-11
COc1cc(N)n(S(=O)(=O)c2ccc(C)cc2)n1	5	-7	-4	5	-6	2	7	-4	-9	-1
Cc1cc(C)c(NC(=O)CSc2cccc[n+]2[O-])c(C)c1	-14	-1	2	2	-2	-4	4	1	5	-10
O=C(Cc1cccs1)N(CC1CCCO1)C1(C(=O)NC2CCCC2)CCCCC1 (stereo not drawn)	1	6	9	-6	-1	-2	-3	-4	1	-1
CC(NC(=S)Nc1ccc(S(N)(=O)=O)cc1)c1ccc2c(c1)OCO2 (stereo not drawn)	-5	1	-4	-3	3	-3	0	4	-1	0
COc1cc(C(=O)OC(C)C(=O)Nc2ccc3c(c2)OCO3)ccc1OCc1c(C)noc1C (stereo not drawn)	-8	0	3	-1	-3	2	-2	3	-3	7
CCCn1c(=O)[nH]c(=O)c2c(C(=O)OCC)cc(-c3cccs3)nc21	i	7	-8	i	4	i	-428	-3	11	-15
O=C(N/N=C/c1ccncc1)C12CC3CC(CC(C3)C1)C2	5	-8	-1	-4	1	-3	3	-10	-1	3
CCOc1ccc(S(=O)(=O)N2CCCC(C(=O)N3CCN(CC)CC3)C2)cc1Cl (stereo not drawn)	6	2	-3	-1	2	4	4	0	-13	9
COc1cc(CNC(=O)C2CCCC2)cc(OC)c1OC	-4	-1	4	-5	-10	-5	2	-1	8	-4
Cc1[nH]nc2c1C(c1ccsc1C)C(C#N)=C(N)O2 (stereo not drawn)	2	3	11	-2	-2	-5	-5	1	4	15
Cc1ccc(CN2C(=O)c3ccccc3C2C(=O)NCC2CCCO2)cc1 (stereo not drawn)	6	-6	0	5	0	-2	5	-1	-4	3
CC(NC(=O)C(=O)NN=C1CCCCCCC1)c1ccccc1 (stereo not drawn)	-4	-9	14	-2	3	2	1	5	-17	5
O=C1[C@@H](c2ccccc2)[C@@H](c2ccccc2)N1c1cccnc1	-19	1	17	-5	-8	-6	-3	2	9	7
COc1ccc(Cl)cc1NC(=O)C/C(C)=N/NC(=O)C(=O)NCc1ccccc1	10	-4	-3	-5	-4	3	-1	-1	1	3
CCc1nnc(NC(=O)CN2CCC(O)(c3ccccc3OC)CC2)s1	0	7	-4	-2	6	-5	-2	-4	-7	-3
COc1ccc(CC2CC(=O)N(c3ccc(C)cc3)C2=O)cc1 (stereo not drawn)	-6	2	2	-1	-9	-3	-1	5	8	1
Cc1cc(C)c(S(=O)(=O)c2ccccc2C)c(OCCN(C)C)n1	-10	1	-9	-1	4	-2	0	-7	-2	-8
CCc1cccc(CC)c1NC(=O)C1CSC2(C)CCC(=O)N12 (stereo not drawn)	6	1	1	1	0	2	-1	10	-5	-11
C=CCN1C(=O)CSc2ccc(C(=O)NCc3cccs3)cc21	0	-2	10	0	-1	-1	3	-12	-19	10
O=C1CCC(C(=O)N2CCCCO2)CN1Cc1cccc(C(F)(F)F)c1 (stereo not drawn)	-4	10	-5	-6	-4	-6	3	-1	-5	-2
Cc1ccc(Cn2ccc(NC(=O)c3cc(-c4ccccc4)on3)n2)cc1	3	-8	20	1	1	2	4	3	-10	12
O=c1c(O[C@H]2O[C@@H](CO)[C@H](O)[C@@H](O)[C@@H]2O)c(-c2ccc(O)cc2)oc2cc(O)cc(O)c12	-3	2	13	2	5	-1	8	-1	-8	14
COCCCNC(=O)CCCn1c(=O)c2ccccc2n(Cc2cccc([N+](=O)[O-])c2)c1=O	-4	0	13	-3	5	-3	1	3	8	4
CC(=O)Nc1ccc2nc(CN3CCN(CC(C)C)C(CCO)C3)ccc2c1 (stereo not drawn)	-64	3	3	-73	4	-24	-56	10	-13	-2

Source: PubChem (The Scripps Research Institute Molecular Screening Center)
